High-throughput results: PubChem BioAssay, Sanford-Burnham Center for Chemical Genomics
UPR XBP1 act = adaptive UPR (XBP1) activation | CHO-XBP1 luciferase reporter, IRE1-XBP1 UPR activation, luminescence; percent of tunicamycin response, DMSO as zero | activation, % at 20 µM | 330,000 tested, 0.33% active | AID 463104;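 active means versus positive control, 20 µM dose yields 30% or more activation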;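 further: 100% = tunicamycin at 10 µg/mL and 0% = DMSO only wells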
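Material: CHO cell line with stable XBP1 luciferase reporter; schedule: 16-18 h cell attachment at 37 °C, then 6 h compound exposure; signal: glow luminescence from Steady-Glo reagent; medium: serum-containing F12 medium, 10% FBS; benchmarks: tunicamycin 10 µg/mL and vehicle-only wells; read-out: percent activation relative to tunicamycin reference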
TIM10 inh = growth inhibitors of TIM10 yeast strain; S. cerevisiae TIM10 strain growth, BacTiter-Glo luminescence, 24 h; inhibition, % at 10 µM; 330,000 tested, 1.4% active;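 active means inhibition of 40% or more at the single tested concentration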;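 further: wild-type TIM10 isogenic control strain grown at permissive 25 °C; 0% = DMSO yeast wells and 100% = minimal medium wells without yeast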
Mdm2-MdmX inh = disrupts the human Mdm2-MdmX interaction. SaOS-2 split-luciferase Mdm2/MdmX complementation, luminescence. O15151+Q00987. inhibition, % at 8 µM. 330,000 tested, 3% active;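 active means inhibition of at least 50% at 8 µM in the primary screen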
Target sequence (O15151 whole entry, looked up): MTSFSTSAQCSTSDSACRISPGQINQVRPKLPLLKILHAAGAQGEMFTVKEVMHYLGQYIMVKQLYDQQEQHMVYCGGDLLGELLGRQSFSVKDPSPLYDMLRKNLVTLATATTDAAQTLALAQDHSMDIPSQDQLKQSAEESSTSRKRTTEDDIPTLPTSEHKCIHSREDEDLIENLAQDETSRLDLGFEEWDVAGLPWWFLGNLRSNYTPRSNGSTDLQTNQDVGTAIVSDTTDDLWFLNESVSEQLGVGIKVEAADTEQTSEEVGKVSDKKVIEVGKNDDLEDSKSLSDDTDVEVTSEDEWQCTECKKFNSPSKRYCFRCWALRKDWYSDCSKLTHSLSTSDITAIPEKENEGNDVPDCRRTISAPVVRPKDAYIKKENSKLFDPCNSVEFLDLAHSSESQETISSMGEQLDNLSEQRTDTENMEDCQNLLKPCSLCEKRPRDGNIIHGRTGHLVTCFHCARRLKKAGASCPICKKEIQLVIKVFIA
Target sequence (Q00987 whole entry, looked up): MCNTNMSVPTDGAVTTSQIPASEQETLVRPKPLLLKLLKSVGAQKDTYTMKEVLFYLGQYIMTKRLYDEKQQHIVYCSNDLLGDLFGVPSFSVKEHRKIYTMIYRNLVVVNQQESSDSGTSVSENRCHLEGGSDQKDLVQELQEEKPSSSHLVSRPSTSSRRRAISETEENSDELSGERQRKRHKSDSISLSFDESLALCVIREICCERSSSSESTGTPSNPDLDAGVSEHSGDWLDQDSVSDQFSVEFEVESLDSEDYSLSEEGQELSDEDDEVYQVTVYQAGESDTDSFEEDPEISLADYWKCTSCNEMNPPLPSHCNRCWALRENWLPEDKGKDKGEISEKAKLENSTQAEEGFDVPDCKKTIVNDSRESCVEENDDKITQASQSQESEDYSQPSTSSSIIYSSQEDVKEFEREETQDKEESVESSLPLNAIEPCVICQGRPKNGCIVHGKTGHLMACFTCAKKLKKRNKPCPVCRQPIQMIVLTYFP
NLRP3 yeast inh = NALP3 inhibition in yeast. Yeast reconstituted NLRP3/ASC/caspase-1, beta-gal luminescence, 24 h. inhibition, % at 10 µM. 330,000 tested, 0.39% active. AID 2825;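 active means inhibition of 50% or more; inactive means inhibition below 50%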;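 further: plate controls were induced DMSO wells for no effect and uninduced yeast grown without galactose for full effect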
tim23-1 inh = growth inhibitors of tim23-1 mutant yeast | S. cerevisiae tim23-1 growth, BacTiter-Glo luminescence, 24 h | inhibition, % at 20 µM | 330,000 tested, 1.3% active | AID 463212;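 active means growth inhibition of the mutant yeast at or above 50%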;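 further: temperature-sensitive mutant grown at 25 °C; plate controls were DMSO-treated mutant yeast for no effect and medium wells lacking yeast for full effect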
CHOP UPR activ = apoptotic UPR (CHOP) activation. CHO-CHOP luciferase reporter, luminescence; percent of tunicamycin response over DMSO baseline. activation, % at 10 µM. 330,000 tested, 0.34% active. AID 449763;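 active means at 10 µM dose, activation of 40% or more, normalized to positive control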;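 further: 100% = tunicamycin at 10 µg/mL and 0% = DMSO alone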
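Assay system: CHO cells with stable CHOP pathway luciferase reporter; Buffer or medium: F12 plus 10% serum; Times: 16-18 h cell attachment, then 6 h compound exposure, 37 °C; Signal: luciferase luminescence; Read-out basis: percent activation relative to tunicamycin control; Control set: tunicamycin high control, DMSO low control.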
NR3A LBD binder = modulators (binders) of human NR3A ligand-binding domain; NR3A LBD differential scanning fluorimetry, Tm shift; 0% = protein alone, 100% = glycine-bound protein; Tm shift relative to glycine control, % at 25 µM; 340,000 tested, 2.5% active; AID 1259313;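 active means melting temperature shift of at least 10% of the positive control shift, at one fixed dose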
APJ ag = agonists of human APJ apelin receptor. AID 2520. CHO-K1 APJ PathHunter beta-arrestin, luminescence; 0% DMSO wells, 100% apelin. 330,000 tested, 0.11% active. activation, % at 20 µM. P35414;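 active means activation more than six SD over the plate average, tested at 20 µM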;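 further: 0% = DMSO alone and 100% = apelin-13 at 10 nM; some results filed as inactive read as strong as hits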
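Test system – PathHunter CHO-K1 APJ (AGTRL-1) beta-arrestin reporter cells · Input – 1000 cells/well · Compound – single test compound dose, 20 µM final, 1% DMSO · Times – compound stimulation 90 min at 25 °C, detection 60 min · Technique – beta-gal luminescence · Read-out basis – APJ–arrestin association signal · Control set – negative DMSO alone, positive Apelin-13 at 10 nM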
tim10-1 inh = growth inhibitors of tim10-1 mutant yeast. S. cerevisiae tim10-1 ts strain growth, BacTiter-Glo, 24 h. inhibition, % at 20 µM. 330,000 tested, 2.2% active. AID 463190;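 active means inhibition of at least 40%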;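 further: mutant grown at 25 °C; 0% = DMSO wells with yeast and 100% = wells holding no yeast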
Numbers without * were called inactive.

mol	UPR XBP1 act	TIM10 inh	Mdm2-MdmX inh	NLRP3 yeast inh	tim23-1 inh	CHOP UPR activ	NR3A LBD binder	APJ ag	tim10-1 inh
O=C(NCCc1ccccc1)C(=O)NCCC1CCCCN1S(=O)(=O)c1ccccc1 (stereo not drawn)	-1.4	10.2	15.8	20.6	34.4	4.6	1.1	3.6	23.9
CCN(Cc1ccccc1)C(=O)c1cccc(OC2CCN(C(=O)C3CC3)CC2)c1	-4.5	12.4	14.7	16.6	20.6	-0.3	-1.3	-1.0	12.6
CCC1Oc2ccc(Cl)cc2N(CC(=O)O)C1=O (stereo not drawn)	0.0	-7.4	-4.7	8.6	-2.5	0.9	0.9	-0.5	16.5
Cc1c(C2CC(=O)N(c3ccccc3)C2=O)[nH]n(-c2ccccc2)c1=O (stereo not drawn)	-2.2	14.6	9.5	-3.9	13.7	-1.5	-3.0	-4.7	29.3
CN(Cc1ccon1)C(=O)C1CCN(C2CCN(CCCc3ccccc3)CC2)CC1	-0.4	-32.8	26.8	15.2	-48.9	2.4	2.5	4.3	-30.6
Cc1ccc(C)c(NC(=O)CSc2nnc(-c3ccncc3)n2N)c1	1.4	-2.9	14.5	0.8	12.5	-3.0	0.9	-0.7	3.7
O=C(NNc1c(Cl)cncc1Cl)c1cccs1	-3.3	-10.0	16.1	5.3	7.2	-1.5	1.1	-4.3	9.0
Cc1cc(C)cc(N(CC(=O)N2CCn3c2nc2ccccc23)S(=O)(=O)c2c(C)noc2C)c1	0.3	13.1	5.3	-7.7	2.0	-2.1	-7.6	-1.9	9.5
S=C(Nc1cccnc1)N1CCN(c2ccccc2Cl)CC1	-0.3	-7.2	14.4	8.6	1.0	3.4	-1.2	-2.2	-7.9
Cn1c(SCC(=O)Nc2ccc(F)cc2)nc2c(c1=O)SCC2	0.0	16.4	-11.5	8.1	15.9	-0.8	0.2	6.1	18.6
CCCNS(=O)(=O)c1ccc(CCC(=O)N2CCN(c3ccc(OC)cc3)CC2)cc1	-1.0	-30.2	6.4	5.4	-53.4	0.9	-0.7	-2.1	-9.0
Cc1ccc(NC(=O)CSC2=C(C#N)C(c3ccco3)CC(=O)N2)cc1 (stereo not drawn)	-4.2	-4.5	-37.5	7.5	17.4	0.5	-1.0	1.0	5.8
Cc1ccc(CC(=O)NCCc2ccc(S(N)(=O)=O)cc2)cc1	-0.4	-8.8	21.1	9.0	-4.2	-0.1	0.1	1.1	-8.4
COC(=O)[C@]1(Cc2ccccc2)N[C@H](c2ccc(SC3CCCCC3)c(OC)c2)[C@@H]2C(=O)N(C)C(=O)[C@@H]21	0.4	5.6	14.9	10.9	20.5	1.6	-6.2	-0.1	12.7
Nc1nc(SCc2ccc([N+](=O)[O-])cc2)nc2nc3c(cc12)CCCC3	-1.7	2.1	38.8	4.6	-4.7	2.6	-4.8	0.3	7.8

Structural class: the compounds so far with a Cl atom (3)
mol	UPR XBP1 act	TIM10 inh	Mdm2-MdmX inh	NLRP3 yeast inh	tim23-1 inh	CHOP UPR activ	NR3A LBD binder	APJ ag	tim10-1 inh
CCC1Oc2ccc(Cl)cc2N(CC(=O)O)C1=O (stereo not drawn)	0.0	-7.4	-4.7	8.6	-2.5	0.9	0.9	-0.5	16.5
O=C(NNc1c(Cl)cncc1Cl)c1cccs1	-3.3	-10.0	16.1	5.3	7.2	-1.5	1.1	-4.3	9.0
S=C(Nc1cccnc1)N1CCN(c2ccccc2Cl)CC1	-0.3	-7.2	14.4	8.6	1.0	3.4	-1.2	-2.2	-7.9

More records follow:
mol	UPR XBP1 act	TIM10 inh	Mdm2-MdmX inh	NLRP3 yeast inh	tim23-1 inh	CHOP UPR activ	NR3A LBD binder	APJ ag	tim10-1 inh
COCCOC(=O)C1=C(N)OC2=C(C(=O)CC(C)(C)C2)C1c1cccnc1 (stereo not drawn)	-0.6	3.6	-0.3	16.4	6.3	-0.4	0.5	-7.3	0.0
CN(C)S(=O)(=O)n1cc(/C=C(\NC(=O)c2ccccc2Cl)C(=O)N2CCOCC2)c2ccccc21	2.7	-18.2	62.4*	18.2	-5.5	1.4	2.6	-2.3	-0.5
CC(C)c1ccccc1NC(=O)CNC(C)c1ccc(F)cc1 (stereo not drawn)	-3.6	8.2	-3.2	13.5	26.8	0.1	-0.4	-0.8	18.1
CS(=O)(=O)c1ccc2nc(NC(=O)c3ccccc3Cl)sc2c1	-5.1	8.2	4.5	15.4	-4.8	4.3	-5.2	0.5	-2.2
COc1cc(/C=C/c2ccc3cccc(O)c3n2)cc(Br)c1OC	119.8*	26.1	93.0*	0.0	23.8	21.4	8.0	-5.8	33.4
CCOc1ccc(C(C)NC(=O)c2cccnc2OCC)cc1OCC (stereo not drawn)	-1.7	-0.2	-3.8	11.8	16.8	-1.6	0.9	-0.9	17.3
COC(=O)c1cc(C)sc1NC(=O)C1C2C=CC(CC2)C1C(=O)O (stereo not drawn)	1.4	5.0	14.0	7.9	20.6	2.4	0.3	-0.3	3.0
O=C(COc1ccccc1)N=C1SC2CS(=O)(=O)CC2N1c1cccc(F)c1 (stereo not drawn)	0.2	4.4	14.8	-0.4	-3.2	-0.3	2.7	1.5	-7.1
CC(C)(C)c1ccc(OCC(=O)NCc2ccco2)cc1	-1.9	2.6	-12.2	27.7	24.5	7.5	-3.1	1.3	7.7
N=C1CCCN1CC(=O)c1ccc(Cl)cc1	-1.1	-5.3	5.6	-0.4	3.0	1.7	1.0	-1.1	12.7
Cc1ccccc1-n1nc2c(c1NC(=O)C(C)(C)C)CS(=O)(=O)C2	0.1	5.8	-8.0	16.9	7.2	-0.6	-1.0	0.4	8.5
COC(=O)CC1SC(=O)NC1=Nc1ccccc1 (stereo not drawn)	-1.6	-10.0	-11.5	3.3	1.9	0.9	2.6	-2.0	7.3
Cc1ccc(CN2C(=O)CCC2C(=O)NC(C)C)cc1 (stereo not drawn)	-5.1	-14.7	14.6	11.8	18.0	-2.7	0.1	-2.8	8.4
COCCCNc1nc2nonc2nc1N1CCN2CCCC2C1 (stereo not drawn)	3.1	6.3	0.5	5.8	-8.1	-0.2	0.4	-6.2	-5.7
O=C(Cn1cncc1-c1ccc([N+](=O)[O-])cc1)Nc1ccccc1F	-0.1	-4.1	-26.4	4.5	-6.3	0.6	-1.5	3.1	-0.9
Cc1c(OCC(=O)N2CCC[C@@H]2C(=O)O)ccc2c3c(c(=O)oc12)CCC3	1.3	0.9	-8.7	6.0	16.6	-1.5	-0.5	0.6	7.5
COC(=O)Nc1sc2c(c1C(=O)NCc1ccco1)CCC2	-3.2	28.6	-13.3	-1.4	42.0	1.5	-15.4	-2.3	34.3
CN(CC(=O)Nc1ccc(S(=O)(=O)N2CCCC2)cc1)Cc1cccc(Cl)c1Cl	0.4	37.3	9.7	14.5	35.5	1.3	-11.4	-3.1	24.8
O=C(CN(C(=O)CCC(=O)Nc1ccccn1)c1ccc(F)cc1)NCc1ccco1	1.1	8.3	13.3	8.9	7.0	0.9	0.2	-1.4	0.5
CCCSc1ccc(C(=O)Nc2ccc(Cl)cc2)cn1	1.1	13.6	-8.0	15.1	-3.0	4.6	0.0	-3.1	7.5
Cc1ccc(/C=N/N2CCN(c3ccc(Cl)cc3)CC2)o1	1.1	-1.7	2.3	2.3	23.6	3.2	1.0	-1.9	12.0
CC(=O)Nc1ccc(S(=O)(=O)NCc2csc(-c3cccnc3)n2)cc1	-1.6	0.6	21.0	17.2	-5.5	-0.3	-1.0	-1.8	-2.3
CCCCOC(=O)Oc1ccc2c(=O)c(Oc3cc(C)cc(C)c3)coc2c1	-1.1	27.6	17.9	35.5	28.9	-2.7	0.9	-1.1	36.2
CN1CCN(Cc2nc3ccccc3c(=O)n2CC#N)CC1	-1.7	4.4	-21.0	2.4	6.6	-0.4	0.1	0.2	1.6
N#Cc1cc(-c2ccc(Cl)cc2)cnc1Sc1ccc(F)cc1	2.7	2.8	36.5	-11.0	2.5	3.0	12.7*	-3.3	10.4
COc1cccc(Cn2c(Oc3cccc(C)c3)nc3c2c(=O)n(C)c(=O)n3C)c1	2.6	2.2	0.7	-2.8	39.7	1.9	-3.9	-3.5	9.9
CC(C)CCNc1c(-c2cccs2)nc2ccccn12	0.2	14.8	8.8	3.7	28.1	4.1	-1.3	-1.2	30.6
C=CCN(Cc1cccs1)C(=O)CN1CCN(S(=O)(=O)c2ccc3c(c2)OCCCO3)CC1	1.6	17.4	7.2	7.2	13.2	0.4	0.2	-3.7	9.8
COc1ccc(-c2noc(CCC(=O)NCCCN3CCN(c4ccccc4F)CC3)n2)cc1	1.3	13.9	0.4	15.2	11.1	0.8	-3.6	-4.3	5.9
O=C(NC(=S)Nc1ccc(N2CCOCC2)cc1)c1ccc(Cl)cc1	-0.1	1.5	34.4	-1.9	-18.3	1.3	1.9	2.7	-0.8
CCCCNc1c(C(=O)OCC)c(C)nc2c1cnn2CC	-2.3	6.0	-3.2	43.7	42.1	0.9	0.0	-3.0	19.9
O=C(O)C1CSC(CCc2ccccc2)N1 (stereo not drawn)	0.1	-7.0	-1.0	5.4	-42.9	-1.1	0.8	7.9	2.2
O=C(Nc1nc2ccc(Oc3ccccc3)cc2s1)c1cc([N+](=O)[O-])ccc1N1CCOCC1	-1.4	12.8	-31.6	-2.3	15.1	1.5	-4.2	-1.5	16.6
CC(C)(C)NC(=O)c1cc(C(C)(C)C)c(O)c(C(C)(C)C)c1	0.7	6.2	-8.9	13.5	8.3	5.4	-0.6	-2.2	16.6
CNC(=S)N1CCN(c2ccccn2)CC1	-1.8	-3.8	23.8	-0.6	-15.4	-0.2	-0.7	-4.8	-6.8
O=C(NCCCN1CCOCC1)c1onc(CSc2ccc(F)c(F)c2)c1C(=O)NCCCN1CCOCC1	-0.6	3.5	-14.0	5.6	-3.5	0.4	0.9	-3.1	-5.2
Cc1nc2cc3c(cc2c(C)c1C(=O)OC(C)C)OCO3	5.0	19.9	-24.5	11.9	29.7	0.8	-1.1	-0.2	24.8
CCOC(=O)COc1cccc2c(=O)n(CC(=O)N3CCCc4ccccc43)ccc12	-2.4	0.3	-9.3	10.5	21.7	0.8	-1.1	2.0	17.0
CCOC(=O)CNC(=O)Nc1ccccc1C(=O)OC	0.8	-3.6	4.0	7.3	7.4	3.7	-1.5	4.4	9.5
Cc1ccc(CS(=O)(=O)Cc2ccc(C(=O)NC3CC3)o2)cc1	-2.3	-5.0	-10.7	12.5	-10.7	-1.0	-0.4	-1.9	-1.8
CCN(C(=O)COC(=O)c1cnccn1)c1cccc2ccccc12	-1.5	1.2	7.4	-10.4	8.7	1.1	-4.4	-4.2	5.0
O=C(Nc1ccc(CN2CCCCC2)cc1)c1cccc(Br)c1	-0.3	12.2	-38.0	20.9	-5.4	0.2	0.4	-4.0	-3.8
